# SENP1 inh – inhibitors of human SENP1 SUMO protease catalytic domain | 360,000 tested, 0.21% active | inhibition, % at 10 µM | recombinant SENP1 catalytic domain, CyPet-SUMO1-YPet FRET cleavage | Q9P0U3;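 active = inhibition at least 30% at 10 µM, raw YFP signal under a set limit, fluorescence ratio 0.5 to 1.5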;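 note: 0% = enzyme with DMSO and 100% = no enzyme wells; some results filed as inactive read as strong as hits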
#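 Assay system: hSENP1 catalytic domain, recombinant. Amount: SENP1 enzyme, 20 pM final. Schedule: 50 min reaction, RT, dark. Technique: FRET, CFP and YFP emission. Control set: no-enzyme wells low, DMSO-plus-enzyme wells high control.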
# APOBEC3A inh – human APOBEC3A DNA deaminase inhibition; recombinant A3A, FAM/TAMRA ssDNA deamination fluorescence; inhibition, % at 20 µM; 330,000 tested, 0.41% active; AID 493011;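 active = at least 40% inhibition at 20 µM here, with at most 30% in a related deaminase screen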;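 note: plate controls were A3A with DMSO for no effect and wells lacking A3A enzyme for full effect; some results filed as inactive read as strong as hits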
# hIAP activ – increases human intestinal alkaline phosphatase activity; 330,000 tested, 0.16% active; activation factor at 10 µM; P09923; purified human IAP, CDP-Star luminescence, 30 min; stronger effect = higher value; 1 = vehicle-only enzyme, 0 = enzyme-free background; AID 2524;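 active = activation factor of the enzyme at least 2-fold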; note: the source names both 10 and 20 µM as test concentration; values of inactives mirror those of a sister screen read the other way
# Target sequence (P09923 whole entry, looked up): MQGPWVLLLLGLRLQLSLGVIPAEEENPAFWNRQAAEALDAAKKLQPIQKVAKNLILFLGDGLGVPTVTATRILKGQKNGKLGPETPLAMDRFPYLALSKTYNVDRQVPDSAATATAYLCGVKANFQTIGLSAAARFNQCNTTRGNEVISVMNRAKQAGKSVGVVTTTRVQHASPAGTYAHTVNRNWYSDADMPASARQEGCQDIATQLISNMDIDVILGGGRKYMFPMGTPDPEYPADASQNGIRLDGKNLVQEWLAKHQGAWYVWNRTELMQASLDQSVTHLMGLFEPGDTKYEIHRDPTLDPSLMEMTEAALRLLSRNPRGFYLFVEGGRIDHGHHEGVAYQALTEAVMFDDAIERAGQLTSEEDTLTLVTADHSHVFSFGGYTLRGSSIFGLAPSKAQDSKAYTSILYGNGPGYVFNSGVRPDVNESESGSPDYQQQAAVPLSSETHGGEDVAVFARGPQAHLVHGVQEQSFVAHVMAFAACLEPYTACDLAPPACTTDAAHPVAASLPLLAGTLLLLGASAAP
# beta cell repl – induces beta-cell replication in MIN6 cells; MIN6 cells proliferation, ATPlite luminescence, 48 h; cells starved in 0.2% serum; 100% = growth in 10% serum; 330,000 tested, 0.29% active; AID 2380; proliferation, % at 10 µM;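 active = compounds whose signal lies at least 3.5 SD above the mean of all wells on their plate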;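 note: 0% = DMSO-treated cells in low-serum medium and 100% = 10% serum control; some compounds called inactive have numbers as strong as hits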
# A3G deaminase – inhibitors of human APOBEC3G DNA deaminase | 330,000 tested, 0.28% active | Q9HC16 | AID 493012 | inhibition, % at 20 µM | recombinant A3G, ssDNA deamination FAM/TAMRA fluorescence;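 active = inhibition of at least 40% at 20 µM, with no more than 30% in the related APOBEC3A deaminase screen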;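 note: plate controls were DMSO wells with A3G for no effect and wells lacking A3G enzyme for full effect; some compounds called inactive have numbers as strong as hits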
# Target sequence (Q9HC16 whole entry, looked up): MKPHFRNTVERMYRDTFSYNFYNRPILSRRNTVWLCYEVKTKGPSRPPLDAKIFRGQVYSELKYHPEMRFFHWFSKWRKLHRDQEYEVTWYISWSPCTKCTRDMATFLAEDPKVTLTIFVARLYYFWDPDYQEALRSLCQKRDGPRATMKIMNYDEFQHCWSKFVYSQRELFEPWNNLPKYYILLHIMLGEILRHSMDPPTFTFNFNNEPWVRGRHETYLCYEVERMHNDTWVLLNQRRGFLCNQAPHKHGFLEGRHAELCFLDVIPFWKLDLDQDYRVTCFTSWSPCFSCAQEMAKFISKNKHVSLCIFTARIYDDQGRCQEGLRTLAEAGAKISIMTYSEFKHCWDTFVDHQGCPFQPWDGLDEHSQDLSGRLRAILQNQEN
# mIAP inh – mouse IAP inhibition. purified mouse IAP, CDP-Star luminescence, 30 min. inhibition, % at 10 µM. 330,000 tested, 0.2% active. AID 2806;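 active = inhibition of at least 40% at 10 µM in the primary screen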;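 note: plate controls were DMSO with enzyme for no effect and no enzyme wells for full effect; values of inactives mirror those of a sister screen read the other way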
# hIAP block – human IAP inhibition. P09923. purified IAP, CDP-Star luminescence, 30 min. inhibition, % at 10 µM. 330,000 tested, 0.12% active. AID 2544;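 active = inhibition reaching a set limit with compound at 10 µM in the primary screen, cut at about 35% in these data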;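 note: plate controls were DMSO wells with enzyme for no effect and no-enzyme buffer wells for full effect; values of inactives mirror those of a sister screen read the other way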
# mIAP activ – mouse IAP activation. AID 2805. 330,000 tested, 0.24% active. activation factor at 10 µM. muIAP, CDP-Star luminescence, 30 min; stronger effect = higher value; 1 = vehicle-only enzyme signal, 0 = enzyme-free wells;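 active = activation factor of at least 2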; note: the source names both 10 and 20 µM as test concentration; values of inactives mirror those of a sister screen read the other way
#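 also added = chemiluminescent substrate CDP-Star | test system = mouse IAP enzyme | signal = chemiluminescence readout | compound = DMSO-dissolved test compounds | incubation = 30 min at room temperature | benchmarks = DMSO wells, no-enzyme wells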
# NALP3 yeast inh – blocks the NALP3 inflammasome reconstituted in yeast; Yeast reconstituted NLRP3/ASC/caspase-1, beta-gal luminescence, 24 h; inhibition, % at 10 µM; 330,000 tested, 0.39% active;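 active = inhibition of 50% or more; inactive = inhibition below 50%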;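 note: plate controls were induced DMSO wells for no effect and uninduced yeast grown without galactose for full effect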
# * = called active by the depositor.
Compound	SENP1 inh	APOBEC3A inh	hIAP activ	beta cell repl	A3G deaminase	mIAP inh	hIAP block	mIAP activ	NALP3 yeast inh
CC(=O)c1ccc(OCc2cc(C(=O)NCCn3nc(C)cc3C)no2)cc1	1	0	0.71	-6	2	2	29	0.98	3
COc1ccc(-c2nn(-c3ccccc3)cc2/C=C/C(=O)O)cc1[N+](=O)[O-]	3	3	1.1	3	-3	2	-6	0.98	10
O=C(NCc1ccco1)c1cccc(NC(=O)c2ccco2)c1	-3	2	1.1	-1	-5	-6	-11	1.1	-4
COC(=O)c1cc(NC(=O)COC(=O)CCc2c[nH]c3ccccc23)cc(C(=O)OC)c1	3	1	1.1	3	-6	9	-7	0.91	2
CSc1ccc(S(=O)(=O)N2CCC(C(=O)NCCCn3ccnc3)CC2)cc1	-1	-1	1	-2	-10	7	0	0.93	3
CC(C)(C)n1nc2c(c1NC(=O)Cc1ccc(F)cc1)CS(=O)(=O)C2	1	-3	1	0	-8	1	-2	0.99	6
Cc1cccc(/C=c2\s/c(=C\C(=O)C(C)(C)C)[nH]c2=O)c1	-7	-1	1	-4	-1	9	-3	0.91	11
CCCC(c1nnnn1Cc1ccco1)N1CCC(C(N)=O)CC1 (stereo not given)	-3	0	0.94	0	-3	-1	6	1	2

Compound	SENP1 inh	APOBEC3A inh	hIAP activ	beta cell repl	A3G deaminase	mIAP inh	hIAP block	mIAP activ	NALP3 yeast inh
CCOC(=O)N1CCN(C(=O)c2ccc3c(c2)NC(=O)/C(=C/c2ccccc2)S3)CC1	-2	-1	1.1	-6	0	8	-12	0.92	16
Cc1cccc(C)c1NC(=O)NNC(=O)c1cc(C(C)(C)C)nn1Cc1ccccc1	1	-2	1.1	-3	-2	1	-6	0.99	9
Cc1ccc2cccc(OCC(=O)N(C)CC(=O)Nc3ccc(F)cc3)c2n1	0	-2	1	0	-4	-4	-2	1	9
COc1ccccc1NS(=O)(=O)c1ccc(N/N=C/c2c(C)nn(-c3ccccc3)c2N2CCCC2)c([N+](=O)[O-])c1	4	3	0.89	-1	1	18	11	0.82	21
CC1=C(C(=O)Nc2ccccc2)C(c2ccccn2)n2nc(CCCO)nc2N1 (stereo not given)	-2	0	0.94	-5	-8	3	6	0.97	7
O=C(CCCN1Cc2ccccc2C1)c1ccc(F)cc1	0	-1	1.1	-2	-5	-2	-11	1	12
O=C(Nc1ccc2oc(-c3ccncc3)nc2c1)c1cccs1	-2	-1	0.98	-3	-3	8	2	0.92	59*
Cn1c(CNC(=O)C(Cc2ccccc2)NC(=O)c2ccccc2F)cc(=O)n(C)c1=O (stereo not given)	1	0	1.3	-4	5	2	-26	0.98	-5

# Two compounds from above, showing only mIAP activ.
mol	mIAP activ
Cc1ccc2cccc(OCC(=O)N(C)CC(=O)Nc3ccc(F)cc3)c2n1	1
COc1ccccc1NS(=O)(=O)c1ccc(N/N=C/c2c(C)nn(-c3ccccc3)c2N2CCCC2)c([N+](=O)[O-])c1	0.82

# Additional structures.
Compound	SENP1 inh	APOBEC3A inh	hIAP activ	beta cell repl	A3G deaminase	mIAP inh	hIAP block	mIAP activ	NALP3 yeast inh
Clc1ccccc1/C=N/Nc1cc(N2CCOCC2)ncn1	2	-3	1	-2	-4	-1	-3	1	9
Cc1ccc(CNC(=O)CCCN2C(=S)NC(C)(C)CC2C)cc1 (stereo not given)	0	-4	1	-3	-11	-5	-4	1	6
COc1ccccc1N1CC(C(=O)OCc2nc(N)nc(Nc3ccccc3)n2)CC1=O (stereo not given)	-1	15	0.99	-4	1	2	1	0.98	13
CN(C(=O)COc1ccc(Oc2ccccc2)cc1)C1CCS(=O)(=O)C1 (stereo not given)	4	-4	1.2	0	-11	-3	-23	1	6
CCCN1C(=O)/C(=N\OCC(=O)Nc2ccc(C(C)C)cc2)c2ccccc21	4	2	0.9	0	-4	8	10	0.92	9
Cn1nc(C(C)(C)C)cc1NC(=O)Nc1ccc(F)cc1F	-1	-3	1	-2	-6	-17	-4	1.2	4
O=C(Nc1cccc(F)c1)N1C2CCC1CC(O)(c1cccnc1)C2 (stereo not given)	3	1	0.79	-3	0	-5	21	1	13
CCOc1ccc(C(NC(C)=O)c2ccc(OC)c(OC)c2)cc1 (stereo not given)	0	-2	1	-3	-11	-7	-3	1.1	16

# An excerpt of these results, with two lines to a compound:
# Sequence of screens: SENP1 inh	APOBEC3A inh	hIAP activ	beta cell repl	A3G deaminase	mIAP inh	hIAP block	mIAP activ	NALP3 yeast inh
- Cn1nc(C(C)(C)C)cc1NC(=O)Nc1ccc(F)cc1F
    -1	-3	1	-2	-6	-17	-4	1.2	4
- O=C(Nc1cccc(F)c1)N1C2CCC1CC(O)(c1cccnc1)C2 (stereo not given)
    3	1	0.79	-3	0	-5	21	1	13

# (further entries)
Compound	SENP1 inh	APOBEC3A inh	hIAP activ	beta cell repl	A3G deaminase	mIAP inh	hIAP block	mIAP activ	NALP3 yeast inh
O=C(COC(=O)COc1ccc(Cl)cc1)Nc1ccc2c(c1)OCCO2	5	-5	1.1	0	-2	-13	-12	1.1	12
CCOc1ccccc1N(CC(=O)NCc1ccc(OC)cc1)S(C)(=O)=O	3	-5	1.1	3	-5	-6	-10	1.1	-2
COc1cc(C)c(Br)cc1S(=O)(=O)NCc1cccs1	0	-1	1	6	-6	3	-3	0.97	-6
O=C(Cc1ccc(F)cc1)Nc1ccccc1Sc1ccccc1	-1	1	0.94	0	-1	-8	6	1.1	-6
O=C(CN1CCN(CC(=O)Nc2ccc3c(c2)OCO3)CC1)Nc1ccc(F)cc1	-2	0	0.95	2	-3	1	5	0.99	14
CC(C)C[C@@H](CNC(=O)OC(C)(C)C)NC(=O)c1nc[nH]c1C(=O)N[C@@H](CC(C)C)C(=O)CNC[C@H](CC(C)C)NC(=O)c1nc[nH]c1C(=O)N[C@@H](Cc1c[nH]c2ccccc12)C(=O)OC(C)(C)C	-1	2	1.5	-5	-4	8	-48	0.92	24
CCn1nc(NS(=O)(=O)c2ccc(F)cc2)c2cc3cccc(C)c3nc21	14	-2	1	0	-4	9	-2	0.91	5
CC(NC(=O)c1ccccc1NC(=O)c1ccncc1)c1ccccc1 (stereo not given)	3	-2	0.98	5	-5	1	2	0.99	-9

# Among those listed so far, these contain two or more sulfur atoms.
Compound	SENP1 inh	APOBEC3A inh	hIAP activ	beta cell repl	A3G deaminase	mIAP inh	hIAP block	mIAP activ	NALP3 yeast inh
CSc1ccc(S(=O)(=O)N2CCC(C(=O)NCCCn3ccnc3)CC2)cc1	-1	-1	1	-2	-10	7	0	0.93	3
COc1cc(C)c(Br)cc1S(=O)(=O)NCc1cccs1	0	-1	1	6	-6	3	-3	0.97	-6

# The listing continues:
Compound	SENP1 inh	APOBEC3A inh	hIAP activ	beta cell repl	A3G deaminase	mIAP inh	hIAP block	mIAP activ	NALP3 yeast inh
O=c1oc2ccccc2cc1-c1nc2c(s1)CCc1ccccc1-2	-23	-4	0.88	-4	-13	-5	12	1.1	4
Cc1onc(-c2c(F)cccc2Cl)c1C(=O)N(C)C1CCCCC1	1	0	0.96	0	-2	5	4	0.95	4
O=C1c2ccccc2C(=O)c2c1cccc2N(CCO)CCO	-2	-4	0.79	-3	-4	5	21	0.95	12
CCC1=Nc2cc(C(=O)O)ccc2Sc2ccccc21	1	-2	0.97	-4	-4	-4	3	1	17
COc1ccc(S(=O)(=O)N2CCOCC2)cc1NC(=O)c1cc2ccccc2o1	-10	1	1.1	1	-2	4	-10	0.96	18
C=CCN(CC=C)S(=O)(=O)c1ccc(NC(=S)NC(=O)c2ccc(-c3ccccc3)cc2)cc1	-26	-6	0.85	0	-11	21	15	0.79	25
CC(=O)N/C(=C\c1ccc(F)cc1)C(=O)N(C)C	3	2	1	-2	0	4	-4	0.96	2
COc1cc(OC)cc(-c2c(C#Cc3ccsc3)c3cc(-c4ccccc4OC)ccc3n2C)c1	1	1	0.77	-4	1	10	24	0.9	7

Compound	SENP1 inh	APOBEC3A inh	hIAP activ	beta cell repl	A3G deaminase	mIAP inh	hIAP block	mIAP activ	NALP3 yeast inh
Cc1cc(CNC(=O)COc2ccc(F)cc2F)c2ccccc2n1	0	0	0.97	-2	-1	0	3	1	14
Cc1c(C(=O)O)sc2nc3n(c(=O)c12)CCC(C)CC3 (stereo not given)	2	-4	1.1	-4	-6	41*	-14	0.59	-9
O=C(CCCCl)N1CCc2[nH]c3ccccc3c2C1	-29	-5	0.89	0	-6	8	11	0.92	15
O=C(CSc1n[nH]c(-c2ccncc2)n1)Nc1ccc(Br)cc1	1	0	0.82	2	3	-7	18	1.1	3
Cc1cc(NC(=O)CSc2nc3cc(Cl)ccc3c(=O)n2Cc2ccco2)no1	2	10	0.92	-4	4	18	8	0.81	4
COc1ccc(C(=O)COC(=O)C2CCC(=O)N2)cc1 (stereo not given)	4	-1	1	-2	-7	10	-3	0.9	2
Cc1ccc(-n2nc(C)c(=O)c(-c3ccccc3)c2NC(=O)C(C)C)cc1	10	1	0.94	-2	-9	6	6	0.94	5
O=C(NCCC1=CCCCC1)C(=O)c1c[nH]c2ccccc12	1	-2	0.93	5	-9	12	7	0.88	9

Compound	SENP1 inh	APOBEC3A inh	hIAP activ	beta cell repl	A3G deaminase	mIAP inh	hIAP block	mIAP activ	NALP3 yeast inh
NC(=O)c1ccccc1O	1	-5	0.84	2	-5	-2	16	1	5
N#Cc1c(Cl)nsc1NN	0	4	0.93	-2	7	17	7	0.83	28
Fc1cccc(CN2CCN(c3ncccn3)CC2)c1	-3	0	0.95	-2	-3	2	5	0.98	16
Cc1ncc(CC(=O)n2cc(C(=O)c3cc(F)ccc3O)cn2)s1	-6	0	0.97	1	-3	11	3	0.89	20
COc1sc(SC)cc1/C=N/NC(=O)c1ccncc1	2	-1	1	0	-5	9	-4	0.91	14
CC(Sc1ccc(Br)cc1)C(N)=O (stereo not given)	2	102*	0.93	5	0	-1	7	1	11
COc1cccc(CN(C)c2nc(-c3cccs3)nc3ccccc23)c1	-5	-5	1	-6	-6	4	-4	0.95	12
C[C@H](NC(=O)C1CC(=O)N(c2ccc3c(c2)OCCO3)C1)C(=O)N1CCC(C(=O)O)CC1 (stereo not given in full)	4	-2	0.83	-2	-8	-2	17	1	7

# Arranged by heavy-atom count (smallest number first): part of the list above
Compound	SENP1 inh	APOBEC3A inh	hIAP activ	beta cell repl	A3G deaminase	mIAP inh	hIAP block	mIAP activ	NALP3 yeast inh
N#Cc1c(Cl)nsc1NN	0	4	0.93	-2	7	17	7	0.83	28
CC(Sc1ccc(Br)cc1)C(N)=O (stereo not given)	2	102*	0.93	5	0	-1	7	1	11
Fc1cccc(CN2CCN(c3ncccn3)CC2)c1	-3	0	0.95	-2	-3	2	5	0.98	16
Cc1ncc(CC(=O)n2cc(C(=O)c3cc(F)ccc3O)cn2)s1	-6	0	0.97	1	-3	11	3	0.89	20
COc1cccc(CN(C)c2nc(-c3cccs3)nc3ccccc23)c1	-5	-5	1	-6	-6	4	-4	0.95	12

# The list is partial, so the mix of outcomes need not match the whole.
